Compound activity: PubChem BioAssay, National Center for Advancing Translational Sciences (NCATS)
FH mod: Identification of activators of human fumarate hydratase by quantitative high-throughput screening; FH coupled MDH/diaphorase resazurin fluorescence, 15 min; Fumarate hydratase, mitochondrial (Homo sapiens), P07954; Potency, µM (highest dose often 79.9 µM), for the others: at the top dose activity change, negative = inhibition, actives largely listed as inhibitors; 54,000 tested, 0.22% active; also: potency is read from the fitted curve at half-maximal effect; % is scaled to controls: 0 for no effect and ±100 for the full control effect; the screen sought activators but most active calls are inhibition curves; nearly all actives have a fitted effect of over 45% in size
Target sequence (P07954 whole entry, looked up): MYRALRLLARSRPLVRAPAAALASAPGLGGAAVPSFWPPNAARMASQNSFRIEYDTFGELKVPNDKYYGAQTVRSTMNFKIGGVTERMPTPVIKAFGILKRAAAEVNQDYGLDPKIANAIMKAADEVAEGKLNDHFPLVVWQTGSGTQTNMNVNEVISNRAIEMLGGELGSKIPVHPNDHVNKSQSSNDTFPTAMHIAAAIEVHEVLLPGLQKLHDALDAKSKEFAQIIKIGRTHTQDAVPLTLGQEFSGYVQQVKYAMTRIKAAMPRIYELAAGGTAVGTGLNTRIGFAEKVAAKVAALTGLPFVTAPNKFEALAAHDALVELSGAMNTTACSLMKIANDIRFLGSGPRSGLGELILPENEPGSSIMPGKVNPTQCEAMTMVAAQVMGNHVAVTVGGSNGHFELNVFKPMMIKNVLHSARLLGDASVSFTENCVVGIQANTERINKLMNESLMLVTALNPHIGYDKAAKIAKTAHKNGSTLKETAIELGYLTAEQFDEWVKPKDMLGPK
TSG101-PTAP inh: blocks PTAP binding to human TSG101, validation; Q99816; Fluorescence polarization, FITC-PTAP peptide/Tsg101, 20 min; Potency, µM (doses to about 115 µM), for inactives: at the top dose activity change, negative = inhibition, hits mostly inhibitors; 44,000 tested, under 10 active; also: potency is read from the fitted curve at half-maximal effect; 0% is about no effect
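FITC-labeled PTAP peptide (50 nM final) binding to Tsg101 binding domain (10 uM final) read by fluorescence polarization after 20 min at r.t. in HEPES pH 7.5 buffer. Actives by CRC class, <25 µM.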
GALK inh: GALK (human) enzyme inhibition. Potency, µM (series often up to 57.5 µM), without a hit: at the top dose activity, negative = inhibition, most hits filed as inhibitors. recombinant GALK, Kinase-Glo ATP luminescence, 1 h. 44,000 tested, under 10 active;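 also: plate controls were full GALK reaction for no effect and reaction lacking GALK for full effect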
Target sequence (P51570 whole entry, looked up): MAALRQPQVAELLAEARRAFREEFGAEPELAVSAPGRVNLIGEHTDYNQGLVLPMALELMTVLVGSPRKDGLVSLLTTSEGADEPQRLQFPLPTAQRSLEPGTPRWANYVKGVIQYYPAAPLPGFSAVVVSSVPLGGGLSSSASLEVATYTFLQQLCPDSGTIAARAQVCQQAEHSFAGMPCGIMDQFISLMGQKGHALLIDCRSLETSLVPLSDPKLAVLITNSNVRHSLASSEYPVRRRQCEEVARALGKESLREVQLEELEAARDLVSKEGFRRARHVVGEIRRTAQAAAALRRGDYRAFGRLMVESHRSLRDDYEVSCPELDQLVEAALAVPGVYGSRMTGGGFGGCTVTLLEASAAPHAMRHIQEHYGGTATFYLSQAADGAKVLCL
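5 nM GALK with 35 µM ATP and 100 µM galactose in HEPES pH 8.0, MgCl2, NaCl, DTT, BSA; 1 h RT reaction, remaining ATP detected by Kinase-Glo Plus luminescence after 10 min; qHTS concentration series.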
p53null 39C tox: kills p53 null cells at the nonpermissive temperature; AID 904; H1299 p53-null (neo) cells, 39C, ATPlite viability, 24 h; 55,000 tested, 0.97% active; Potency, µM (series often up to 46.1 µM), for inactives: at the highest dose activity, negative = cell killing, most hits filed as cytotoxic;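 also: potency is read from the fitted curve at half-maximal effect; 0% = DMSO only and -100% = full killing by 100 µM tamoxifen; nearly all actives have a fitted effect of over 50% in size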
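Luminescent ATP signal reported cell survival after H1299 lines (neo, p53 null; or p53 A138V) received up to 46 uM compound and 24 hr incubation at 39C.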
NTMT1 inh: blocks human N-terminal methyltransferase 1 activity. AID 1645870. NTMT1 MTase-Glo SAH luminescence, purified enzyme. 59,000 tested, 2.5% active. Potency, µM (titrated, usually from 114 µM), inactives show top-dose activity change, negative = inhibition, usual class: inhibitors;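 also: potency is read from the fitted curve at half-maximal effect; plate controls were DMSO vehicle for no effect and no enzyme for full effect; nearly all actives have a fitted effect of over 65% in size; many of its hits are not listed in these tables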
B2AR arrestin ag: beta-arrestin recruitment by human beta2-adrenergic receptor ligands; P07550; HTLA Tango cells, beta-arrestin recruitment, luciferase luminescence, 18 h; Potency, µM (doses to about 46.1 µM), for inactives: top-dose activation, most hits filed as activators; 44,000 tested, under 10 active;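 also: potency is read from the fitted curve at half-maximal effect; 0% = DMSO and full agonism = EC100 isoproterenol or metaproterenol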
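Tango cells expressing recombinant beta2-AR and beta-arrestin were treated with compounds (up to 46 microM titration) in DMEM with 1% FBS for 18 hr at 37 degrees C. Beta-arrestin recruitment drove tTA-dependent luciferase, read by luminescence; curves were fitted and classed.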
p53null 32C tox: selectivity test: cytotoxicity in p53 null cells, permissive temperature | H1299-neo p53 null cells, ATP luminescence, 24 h, 32C | Potency, µM (highest dose often 46.1 µM), inactives show at the highest dose activity change, negative = cytotoxicity, usual class: cytotoxic | 55,000 tested, 0.62% active;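 also: potency is read from the fitted curve at half-maximal effect; 0% = DMSO only and -100% = full killing by 100 µM tamoxifen; nearly all actives have a fitted effect of over 55% in size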
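Cytotoxicity: H1299-neo (no p53), 32C, 24 h treatment. Concentrations up to 46 uM. Readout cellular ATP, luminescence. Normalization to DMSO basal and tamoxifen 100 uM maximal kill.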
* = called active by the depositor; ? = inconclusive; . = no result given; [ ] = remark or other dose. Calls follow the shape of the dose curve; as a rule, active = well fitted curve in the direction sought with a large enough effect; inconclusive = small, poorly fitted or top-dose-only effect, or another doubt; inactive = no such curve, though single readings can be large; an effect the other way counts as inactive or inconclusive. The list is partial; count on the stated rates, not on these rows.

Molecule	GALK inh	FH mod	TSG101-PTAP inh	NTMT1 inh	p53null 39C tox	B2AR arrestin ag	p53null 32C tox
Cc1ccc2nc(CN3CCN(C(=O)Nc4ccc(F)cc4)CC3)oc2c1	-3%	6%	-3%	-7%	5%	0%	-5%
COC(=O)c1scc(-c2ccc(C)cc2)c1S(=O)(=O)N1CCN(c2ccc(C)cc2C)CC1	0%	-13%	0%	10%	14%	0%	0%
Cc1ccc(N2CCN(C(=O)C3CCC(CNS(=O)(=O)c4ccc(Br)s4)CC3)CC2C)cc1 (stereo not drawn)	2%	-6%	-2%	4%	-11%	-2%	6%
CCOc1ccc(Oc2nc(NC)nc(N3CCOCC3)n2)nn1	2%	-2%	-1%	0%	-23%	-1%	-6%
COc1ccc(-c2oc3ncn4nc(-c5ccccc5O)nc4c3c2-c2ccc(OC)cc2)cc1	1%	5%	2%	-7%	-8%	0%	7%
Cc1ccc(S(=O)(=O)N2CCCc3cc(NS(=O)(=O)c4ccc(F)cc4)ccc32)cc1	-3%	?	-4%	10%	48%[activator]	0%	37%[activator]
CCCC(=O)n1nc(-c2cccnc2)nc1NCc1ccccc1	1%	-3%	0%	-4%	4%	0%	-2%
CC(C)c1ccc(NC(=O)c2cc3c(=O)[nH]c4ccccc4c3n2C)cc1	7%	6%	-2%	-4%	-2%	0%	11%
CCCOc1cccc(C(=O)Nc2ccc(-c3nc4ccccc4o3)cc2)c1	0%	-4%	1%	6%	12%	1%	-9%
COc1ccc(OCC(=O)Nc2ccc3c(c2)N(C)C(=O)c2ccccc2S3)cc1	-2%	-14%	-10%	3%	2%	-1%	10%

(more compounds)
Molecule	GALK inh	FH mod	TSG101-PTAP inh	NTMT1 inh	p53null 39C tox	B2AR arrestin ag	p53null 32C tox
CC1CCN(S(=O)(=O)c2ccc3c(ccn3CCC(=O)NCc3ccccc3F)c2)CC1	0%	-12%	-7%	-9%	-7%	0%	2%
COc1ccccc1N1CCN(CCCNC(=O)c2cnn(-c3ccccc3Cl)c2C2CCN(C(=O)OC(C)(C)C)CC2)CC1	1%	-21%	-2%	6%	-5%	0%	16%
COc1cccc(NC(=O)Cn2c(=O)n(-c3ccccc3)c(=O)c3c4c(sc32)CCCC4)c1	-5%	-11%	0%	16%	-9%	1%	-14%
Cc1ccccc1Nc1c(-c2cccc(O)c2)nc2ccc(Br)cn12	-13%	0%	3%	-8%	-4%	0%	-7%
Cc1c(Cl)cccc1NS(=O)(=O)c1ccc(-c2cnc(C3CC3)o2)cc1	2%	?	-1%	-7%	?	0%	40%[activator]
CCOC(=O)c1noc2nc(C)n(CC(=O)Nc3ccc(OC)c(Cl)c3)c(=O)c12	4%	-13%	-2%	5%	3%	1%	4%
CCOc1ccccc1NC(=O)c1ccc2c(c1)CCN2S(C)(=O)=O	-4%	-12%	-2%	-5%	-19%	0%	-9%
CC(=O)Nc1ccc(NC(=O)C2CCCN2S(=O)(=O)c2ccc3c(c2)CCCC(=O)N3)cc1 (stereo not drawn)	-1%	35%	-6%	6%	-19%	0%	4%
Cc1ccc(NC(=O)C2CCN(c3nc(-c4ccc(C(C)C)cc4)no3)CC2)c(Cl)c1	5%	0%	-1%	-3%	-8%	0%	-11%
O=C(NCCc1ccc(Cl)cc1)c1ccc2c(c1)N(Cc1c(F)cccc1Cl)C(=O)CS2	-4%	-16%	1%	-1%	?	0%	5%

The last three entries of the section before are carried over, then new ones follow:
Molecule	GALK inh	FH mod	TSG101-PTAP inh	NTMT1 inh	p53null 39C tox	B2AR arrestin ag	p53null 32C tox
CC(=O)Nc1ccc(NC(=O)C2CCCN2S(=O)(=O)c2ccc3c(c2)CCCC(=O)N3)cc1 (stereo not drawn)	-1%	35%	-6%	6%	-19%	0%	4%
Cc1ccc(NC(=O)C2CCN(c3nc(-c4ccc(C(C)C)cc4)no3)CC2)c(Cl)c1	5%	0%	-1%	-3%	-8%	0%	-11%
O=C(NCCc1ccc(Cl)cc1)c1ccc2c(c1)N(Cc1c(F)cccc1Cl)C(=O)CS2	-4%	-16%	1%	-1%	?	0%	5%
Cc1cccc(C)c1Nc1nc2ccccc2nc1NS(=O)(=O)c1ccccc1	0%	-3%	-5%	24%	0%	-1%	8%
COc1ccc(Cn2c(CCC(=O)Nc3cc(C)cc(C)c3)nc3cccnc32)cc1	-6%	1%	-6%	18%	-21%	0%	-4%
COc1ccc(N2CCN(C(=O)C3CCN(S(=O)(=O)c4cccs4)CC3)CC2)cc1	6%	-9%	2%	3%	-20%	1%	-5%
Cc1ccc(C2CCN(C(=O)Nc3ccc(Cl)cc3)C2)cc1 (stereo not drawn)	2%	-1%	-4%	-18%	-6%	0%	-23%
O=S(=O)(c1ccc(F)cc1)N(Cc1nc(-c2ccccc2)no1)C1CCCCC1	1%	-13%	-3%	5%	-4%	-1%	8%
CCCc1nc(SCc2cc(=O)c3ccc(C)c(C)c3[nH]2)n[nH]1	0%	-28%	-7%	?	3%	0%	1%
Cc1ccc(NC(=O)CSc2nnc(-c3cc4occc4n3C)n2-c2ccccc2C)c(C)c1	3%	-24%	-9%	14%	-12%	0%	-5%
Cn1c(C(=O)N2CCC(C(=O)N3CCN(c4ccccc4)CC3)CC2)cc2sccc21	-3%	2%	-4%	-14%	-2%	0%	-2%
CCOc1ccc(OCC)c(NC(=O)C(NS(=O)(=O)c2cccs2)c2ccccc2)c1 (stereo not drawn)	6%	-12%	2%	-3%	-22%	0%	-2%
CC1CCCN(C(=O)c2cc3c(Cl)nc4ccccc4c3s2)C1 (stereo not drawn)	-1%	-25%	0%	?	-14%	0%	-4%

Carrying on.
Molecule	GALK inh	FH mod	TSG101-PTAP inh	NTMT1 inh	p53null 39C tox	B2AR arrestin ag	p53null 32C tox
COc1ccc(-c2nc3cc(NC(=O)CSc4ccc(C)cc4)ccc3o2)cc1	-13%	-6%	1%	4%	?	-4%	-29%
O=C(COc1ccccc1F)Nc1ccc(C(=O)OCc2cc(=O)n3nc(C4CC4)sc3n2)cc1	0%	10%	-2%	-1%	5%	1%	?
Cc1cccc2c1-c1sc(C(=O)NCc3ccc(Cl)cc3)cc1CO2	4%	-16%	1%	-1%	-11%	0%	-8%
CC(=O)c1ccc(NC(=O)CCc2nc(-c3ccc(C)cc3)no2)cc1	-12%	-10%	-5%	13%	-19%	-3%	4%
CCOC(=O)c1c(C)[nH]c(CCC(=O)Nc2ccc(N(CC)CC)cc2C)c1C	0%	-11%	0%	-4%	9%	2%	-6%
CCOc1ccc(NC(=O)CCc2nc3cccnc3n2Cc2ccc(OC)cc2)cc1	0%	5%	-7%	-2%	-8%	1%	0%
O=C(CSc1nnc2[nH]c(=O)cc(-c3ccccc3)n12)Nc1ccc(F)cc1F	-5%	-6%	-2%	-1%	?	-3%	?
Cc1ccc(Cn2c(CN3CCC(C(=O)O)CC3)cc3ccccc32)cc1	-1%	0%	-8%	14%	-5%	-3%	6%
CNC(=O)c1cc2c(n(-c3ccc(C)cc3)c1=O)CC(C)(C)CC2=O	1%	4%	-3%	-1%	2%	-1%	5%
CC(=O)Nc1cccc(C(=O)NCc2ccc3c(c2)CCN3C(=O)c2ccccc2)c1	-1%	3%	1%	3%	-1%	?	-9%

(more compounds)
Molecule	GALK inh	FH mod	TSG101-PTAP inh	NTMT1 inh	p53null 39C tox	B2AR arrestin ag	p53null 32C tox
COC(=O)C(CCSC)NC(=O)c1cc2c(n(-c3ccc(C)cc3)c1=O)CC(C)(C)CC2=O (stereo not drawn)	0%	4%	-6%	13%	-5%	-2%	-6%
CCS(=O)(=O)N1CCc2cc(C(=O)Nc3cc(Cl)ccc3C)ccc21	-9%	-2%	-2%	-35%	14%	-4%	-5%
COc1ccc2cc(C(=O)NCc3ccc4c(c3)CCN4C(=O)c3ccccc3)[nH]c2c1	?	14%	-2%	-7%	-10%	1%	11%
CCc1cccc(C)c1NS(=O)(=O)c1c(C)nc2sccn2c1=O	4%	-1%	-4%	-28%	-15%	-1%	2%
COc1ccc(N(C)C(=O)c2nn(-c3ccc(C)cc3)c(=O)n(C)c2=O)c(OC)c1	0%	29%	-4%	-1%	9%	0%	4%
COc1ccc(C2CC(=O)Nc3c2c(=O)nc2c(C)cccn32)cc1OC (stereo not drawn)	0%	4%	1%	-2%	14%	1%	-9%
CC1CCN(C(c2ccccc2)c2sc3nc(-c4ccco4)nn3c2O)CC1 (stereo not drawn)	-2%	1%	-1%	8%	15%	-4%	-2%
COc1cc(OC)c(NS(=O)(=O)c2c(C(=O)N3CCC(C)CC3)c(C)n(C)c2C)cc1Cl	-1%	3%	0%	?	2%	-1%	1%
Cc1ccc(NC2=C(c3ccc(C(F)(F)F)cc3)C(=O)c3ccccc32)cc1F	2%	-1%	-3%	-16%	-18%	-2%	-11%
O=C(COc1ccc([N+](=O)[O-])cc1)Nc1nc2c(s1)CCCC2	?	-5%	2%	-9%	18%	-4%	-8%

(listing goes on)
Molecule	GALK inh	FH mod	TSG101-PTAP inh	NTMT1 inh	p53null 39C tox	B2AR arrestin ag	p53null 32C tox
COc1cc(OC)c(Nc2nc3ccc(C(=O)c4ccccc4)cc3n3c(C)nnc23)cc1Cl	3%	-13%	0%	25%	13%	-2%	-3%
COc1ccc(CNC(=O)C(=O)NCC(c2ccc3c(c2)OCO3)N2CCOCC2)cc1 (stereo not drawn)	-2%	23%	-4%	-4%	1%	-1%	4%
COc1ccc(OC)c(C2CC(=O)c3c([nH]c(C(=O)OCc4ccc(C)cc4)c3C)C2)c1 (stereo not drawn)	3%	-21%	-3%	2%	1%	1%	19%
CCC(C)NC(=O)c1nn(-c2ccc(C)cc2)nc1CO (stereo not drawn)	0%	6%	3%	-2%	?	-1%	0%
CSc1ccc(CCNC(=O)CCCn2c(=O)c3cccn3c3ccccc32)cc1	2%	-18%	-3%	-10%	13µM*	-1%	59%[activator]
COc1ccc(OC)c(S(=O)(=O)N2CCC(n3c(C)nc4cccnc43)CC2)c1	1%	.	-5%	.	?	1%	-3%
Cc1c(Cl)cccc1NC(=O)c1cnc2sc(N3CCOCC3)nn2c1=O	0%	-4%	-10%	5%	1%	0%	1%
COc1ccc(CNC(=O)CN(c2ccccc2OC)S(=O)(=O)c2ccc(C)cc2)cc1	0%	-35%	-8%	12%	88%[activator]	0%	-4%
CCCn1c2ccccc2c2cnn(CC(=O)NCc3ccccc3Cl)c(=O)c21	-9%	-1%	-3%	6%	-2%	-1%	-8%
CC(=O)Nc1ccc(S(=O)(=O)NCC2CCC(C(=O)NCc3ccccc3)CC2)cc1 (stereo not drawn)	-1%	13%	1%	11%	9%	-2%	13%
CCN(CC)c1nc(-c2ccc(C(C)(C)C)cc2)nc2ccccc12	2%	-1%	-2%	3%	?	1%	?
CCOC(=O)c1ccc(NC(=O)c2ncn(-c3ccccc3)n2)cc1	-7%	-5%	-3%	?	-24%	1%	-20%
CC1(C)CC(=O)c2cc(C#N)c(=O)n(-c3ccc(Cl)cc3)c2C1	0%	-5%	-18%	-1%	5%	1%	0%
